aDG glyco act – alpha-DG glycosylation activation | actives 0.22% (n = 360,000) | activation, % at 10 µM | AID 624168 | Pro5-aDG cells, alpha-DG glycosylation AlphaScreen (IIH6); 0% Pro5, 100% B10-LARGE cell signal;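 active = activation of at least 8% versus controls, or a plate z-score of at least 8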;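 also: Pro5 are CHO cells carrying HIG-tagged alpha-DG that lacks glycosylation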
Peg3 prom inh – inhibitors of Peg3 promoter; HeLa PEG-Prom luciferase reporter, luminescence, overnight; inhibition, % at 20 µM; actives 1.7% (n = 360,000);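 active = inhibition of at least 50% at 20 µM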
Shn3 inh set2 – inhibitors of Schnurri-3 3'UTR reporter in osteoblasts. Clone20 osteoblast Shn3 3'UTR firefly luciferase, 24 h. inhibition, % at 12.5 µM. actives 0.52% (n = 360,000). AID 588674;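 active = mean inhibition of at least 75% with every replicate also reaching 75%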;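 also: 0% = median of neutral control wells and 100% = pilot-screen positive control compound; some compounds past the cut are filed as inactive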
TRPM1 prom inh – reduces MITF-dependent TRPM1 promoter luciferase signal | SK-MEL-5 TRPM1 promoter luciferase, 24 h | actives 0.83% (n = 330,000) | inhibition, % at 12.5 µM | AID 488899;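 active = mean inhibition across replicates of 60% or more, whatever share of single replicates reaches that level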; also: values of inactives mirror those of a sister screen read the other way
NR2E3 ag-1 – human photoreceptor-specific nuclear receptor agonism; inhibition of corepressor binding, % at 3.98 µM; CHO-S Gal4-NCOR/VP16-NR2E3 two-hybrid, luciferase; Q9Y5X4; AID 602229; actives 0.35% (n = 360,000);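 active = inhibition above the mean of all tested compounds plus 3 SD, cut at about 70% in these data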;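 also: 0% = DMSO with NR2E3 transfected cells and 100% = cells lacking NR2E3 construct; higher means lower luciferase signal from less NR2E3 corepressor binding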
Target sequence (Q9Y5X4 whole entry, looked up, the tested form may be a part): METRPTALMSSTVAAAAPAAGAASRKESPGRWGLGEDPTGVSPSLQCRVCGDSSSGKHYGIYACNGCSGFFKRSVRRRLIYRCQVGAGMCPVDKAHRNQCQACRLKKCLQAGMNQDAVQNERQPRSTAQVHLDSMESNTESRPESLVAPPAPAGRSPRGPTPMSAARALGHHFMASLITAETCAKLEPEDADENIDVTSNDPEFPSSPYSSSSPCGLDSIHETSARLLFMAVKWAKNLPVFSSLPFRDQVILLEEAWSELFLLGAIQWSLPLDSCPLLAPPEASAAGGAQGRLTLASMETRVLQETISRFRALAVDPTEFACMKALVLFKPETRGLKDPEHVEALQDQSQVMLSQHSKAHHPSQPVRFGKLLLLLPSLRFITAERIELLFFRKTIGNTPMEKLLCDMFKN
hiPSC survival – increases survival of single human iPS cells; survival enhancement, % at 20 µM; actives 0.044% (n = 360,000); hiPSC single-cell survival, ATPlite luminescence; 100% = ROCK inhibitor wells, 0% = DMSO; in the data active = survival enhancement above about 18%;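 also: cells exposed to compounds for 16 hours before the ATP read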
CF NFkB block – inhibitors of cystic fibrosis induced NF-kB; actives 0.86% (n = 360,000); KKLEB NF-kB-GFP reporter, PAF-induced, GFP fluorescence overnight; AID 588850; inhibition, % at 5 µM;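 active = at least 50% inhibition at 5 µM, scaled per plate between neutral and stimulator controls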;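 also: PAF is a Pseudomonas aeruginosa culture filtrate used as stimulus; plate controls were PAF-stimulated DMSO wells for no effect and unstimulated DMSO wells for full effect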
NR2E3 ag-2 – agonists of human nuclear receptor NR2E3; AID 2300; actives 0.12% (n = 320,000); inhibition of corepressor binding, % at 4.78 µM; GST-NR2E3/biotin-RetCOR TR-FRET, 1536-well;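 active = percent inhibition above the cutoff of mean plus 3 SD of all tested compounds, set per screening campaign, cut at about 20% in these data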;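 also: 0% = DMSO wells and 100% = biotin wells as full block of FRET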
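Material: NR2E3–RetCOR corepressor complex | Quantity: 1.35 nM GST-tagged NR2E3 final | Schedule: 5 h at 4 °C | Replication: Singlicate compound wells | Reagent: RetCOR corepressor, biotinylated, 7 nM | Controls: Biotin wells as high control, 0.6% DMSO wells as low control | Signal: TR-FRET, Eu(K)-anti-GST donor, streptavidin-D2 acceptor, ex 340, em 617/671 nm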
KKLEB tox – CF airway cell cytotoxicity counter-screen | KKLEB CF airway cells viability, ATPlite luminescence, overnight; hits give low values; cells stimulated with P. aeruginosa culture filtrate | activity change (cytotoxicity), % at 5 µM | actives 0.36% (n = 360,000) | AID 602141;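 active = corrected activity change at or below -50% at 5 µM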
HIF-2a block – blocks HIF-2a reporter activity; 786-0 RCC cells HIF-2a reporter, luciferase luminescence, overnight; inhibition, % at 18.8 µM; actives 0.72% (n = 360,000); AID 624352;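 active = inhibition of the luminescence signal of 40% or more relative to plate controls, in a single-dose primary screen at 18.75 µM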
TWEAK-Fn14 inh – TWEAK-Fn14 signaling inhibition. inhibition, % at 10 µM. TWEAK-stimulated Fn14 reporter cells, luciferase luminescence, 8 h. actives 2% (n = 360,000). AID 1159606; in the data active = inhibition above about 50%
* marks the source's active call; other numbers are inactive results; . = not tested or not shown.

SMILES	aDG glyco act	Peg3 prom inh	Shn3 inh set2	TRPM1 prom inh	NR2E3 ag-1	hiPSC survival	CF NFkB block	NR2E3 ag-2	KKLEB tox	HIF-2a block	TWEAK-Fn14 inh
COc1cccc2cc(C(=O)NCc3ccc(C)cc3)c(=O)oc12	0.0	-12	12	-20	-12	-0.4	0	2	-8	12	5
CCCOC(=O)Nc1sc2c(c1C(=O)OCC)CCC2	0.1	4	-1	-3	-2	-2.2	-1	3	4	5	3
COc1ccccc1C(=O)COC(=O)c1ccc(-n2cnnn2)cc1	-0.2	-55	0	-24	-45	0.2	-20	1	-4	-19	-26
COc1ccc(C(=O)OCC(=O)NCC2CCCCC2)c(OC)c1	0.1	18	-13	4	5	0.0	7	.	3	13	0
CCC1CCCCN1C(=O)COC(=O)c1ccc(Br)o1 (stereo not drawn)	0.3	-21	13	-4	-45	-0.4	9	0	-17	3	-1
CC(C)(C)c1cc(C(c2cccnc2)N2CCN(CCO)CC2)cc(C(C)(C)C)c1O (stereo not drawn)	-0.4	104*	97*	79*	-32	-2.1	28	2	-7	89*	42
CC(OC(=O)CCc1nc(=O)c2ccccc2n1C)C(=O)NCc1ccc2c(c1)OCO2 (stereo not drawn)	-0.2	-13	-55	8	-3	-1.1	-1	1	4	13	-7
CCOC(=O)C1=C(C)NC(=S)NC1c1ccsc1 (stereo not drawn)	-0.4	12	24	0	-3	0.4	8	1	17	7	7
O=C(NCCc1ccccc1)C1CCC(CNS(=O)(=O)c2ccccc2)CC1 (stereo not drawn)	-0.4	3	-8	0	18	0.3	42	3	-18	-5	-3
NS(=O)(=O)c1ccc(NC(=O)COC(=O)CSCc2ccc(F)cc2)cc1	-0.3	8	0	7	-21	0.4	35	1	-18	10	-9
O=C1CN(c2ccccc2)C(=S)N1c1ccccc1	0.1	13	-24	11	-15	-0.1	-14	-2	12	15	-26
CC1CCc2nc(N)c(C#N)c(-c3cccn3C)c2C1 (stereo not drawn)	0.4	10	-8	1	-70	1.3	26	-2	-14	22	14
FC(F)(F)c1nnc2ccc(Sc3ccccn3)nn12	0.9	2	-2	2	14	0.2	-13	2	-2	15	6
CCOc1ccc(-c2csc(/C(C#N)=C\c3ccc(O)c([N+](=O)[O-])c3)n2)cc1	1.0	12	-36	10	-39	-2.6	42	4	-16	-124	104*
CCOC(=O)C(Cc1ccccc1)C(=O)Nc1ccc(N(CC)CC)cc1 (stereo not drawn)	0.1	4	-16	-14	-2	1.7	13	-6	2	14	7
Cn1c(=O)c2cc(NC(=S)NCc3ccccc3F)ccc2n1Cc1ccc(F)cc1	0.2	-5	29	.	0	0.5	4	.	-7	-3	27
COc1ccc(CN(C)C[C@H]2OCc3cnnn3CCCC(=O)N([C@H](C)CO)C[C@@H]2C)cc1	0.1	-13	-26	.	4	-3.0	-1	.	4	2	3
COc1ccc(N2CCN(C(=O)c3cc(=O)c4cc(C)c(C)cc4o3)CC2)cc1	-0.2	-8	16	5	-15	-0.4	-10	2	11	3	-16
COc1ccc(/C=N\NC(=O)c2sc(N)nc2C)cc1OC	0.0	-10	1	4	25	-1.2	17	1	-8	-4	-8
COCc1cccc(-c2csc(C(NC(C)=O)c3ccccc3)n2)c1 (stereo not drawn)	0.0	1	0	.	-1	0.6	-8	.	4	-2	2
C=C[C@@H](C)N(Cc1ccc(OC)cc1)S(=O)(=O)N(Cc1ccccc1)[C@H](C=C)C(C)C	0.7	12	23	4	11	0.6	13	1	-4	7	19
NC(=O)C1CCN(C(=O)CCc2ccsc2)CC1	-0.2	-24	-7	-5	11	-0.3	-2	3	-8	-24	5
O=[N+]([O-])c1ccc2cn(C3OC(CO)C(O)C3O)nc2c1 (stereo not drawn)	-0.1	5	-6	.	19	-0.2	-11	.	3	15	5
N#C/C(C(=O)Oc1ccccc1)=C1\C=CC=CN1	-0.1	-237	-49	-57	-127	1.2	3	0	-11	-215	3
O=C1CCN(S(=O)(=O)c2ccc(Cl)cc2)CC1	0.0	8	13	6	7	1.5	-11	-4	7	13	-2
COc1ccc(/C=C/CN2CCCC(C(=O)c3cc(F)ccc3F)C2)cc1 (stereo not drawn)	-0.5	0	3	-9	13	-0.8	4	3	-18	7	3
CC1(C)C(=O)N(c2ccccc2)C(=O)c2ccccc21	-0.2	10	-9	8	3	-0.4	3	1	2	18	6
Cc1onc(C(=O)N2CCN(Cc3ccccc3)CC2)c1[N+](=O)[O-]	0.2	5	-26	7	-8	-2.1	11	1	4	6	-1
COc1ccc(NC2=CC(=O)CC(C)(C)C2)cc1	0.1	-7	5	-5	-3	1.2	12	-2	-8	8	23
Cc1c(Br)c(C(=O)NCc2cc3cc(Cl)ccc3[nH]2)nn1C	0.7	-27	24	0	-4	0.6	-1	-2	-1	-50	-12

Molecules from the list above that have fluorine, in the order listed:
SMILES	aDG glyco act	Peg3 prom inh	Shn3 inh set2	TRPM1 prom inh	NR2E3 ag-1	hiPSC survival	CF NFkB block	NR2E3 ag-2	KKLEB tox	HIF-2a block	TWEAK-Fn14 inh
NS(=O)(=O)c1ccc(NC(=O)COC(=O)CSCc2ccc(F)cc2)cc1	-0.3	8	0	7	-21	0.4	35	1	-18	10	-9
FC(F)(F)c1nnc2ccc(Sc3ccccn3)nn12	0.9	2	-2	2	14	0.2	-13	2	-2	15	6
Cn1c(=O)c2cc(NC(=S)NCc3ccccc3F)ccc2n1Cc1ccc(F)cc1	0.2	-5	29	.	0	0.5	4	.	-7	-3	27
COc1ccc(/C=C/CN2CCCC(C(=O)c3cc(F)ccc3F)C2)cc1 (stereo not drawn)	-0.5	0	3	-9	13	-0.8	4	3	-18	7	3

Next part
SMILES	aDG glyco act	Peg3 prom inh	Shn3 inh set2	TRPM1 prom inh	NR2E3 ag-1	hiPSC survival	CF NFkB block	NR2E3 ag-2	KKLEB tox	HIF-2a block	TWEAK-Fn14 inh
CN(C)CCCOc1ccc(C(C)(C)c2ccccc2)cc1	2.7	12	9	-11	8	0.8	-17	-1	2	-1	-3
CCOC(=O)N1[C@@H]2C=C(C)[C@@H]2[C@@H]2[C@@H](C)C(=O)N21	0.0	-17	18	5	-18	-1.9	10	0	2	12	6
COc1cccc(/C=C/C(=O)OCC(=O)N(C)CC(=O)Nc2ccccc2Cl)c1OC	-0.2	2	-39	19	7	-0.5	-17	2	20	-1	4
COc1cc(C(=O)N2CCN(S(=O)(=O)c3cccs3)CC2)cc(OC)c1C	0.0	14	-125	-5	-4	-2.0	6	7	0	11	-5
CCOC(=O)c1cnc(-n2cc(C)cn2)nc1Nc1ccccc1OCC	3.9	13	1	-6	-13	0.5	-21	4	9	-9	5
O=C1c2ccccc2C(=O)N1OCCOCCOCCON1C(=O)c2ccccc2C1=O	-0.1	7	18	10	5	-1.3	3	3	-1	18	-4
Cc1occc1C(=O)Nc1nnc(-c2cccs2)s1	-0.4	-233	-140	-26	-140	2.1	-4	0	-2	-147	-10
CCCCCCN1C=CC=C/C1=C/C=C(C#N)C#N	-0.1	15	17	-7	-12	3.2	-10	2	-3	20	13
O=C(O)c1cc([N+](=O)[O-])ccc1Oc1ccccc1	0.1	5	1	-15	15	3.8	-23	.	2	8	17
Cc1cccc(NC(=O)CSc2c3c(nc4ccccc24)CCC3)n1	1.3	24	-9	18	2	0.8	38	5	-11	10	12
COc1ccc(NC(=O)NCCc2cccc(Cl)c2)cc1OC	-0.1	-37	-2	-9	-7	-1.3	17	1	0	-26	-24
Cc1ccc(C(=O)N/C(=C\c2ccc(F)cc2)C(=O)NCCCn2ccnc2)cc1	-0.1	1	-4	6	-7	-0.3	-17	8	6	6	48
O=C(CSCc1ccc(F)cc1)NCc1ccc2c(c1)OCO2	-0.1	18	8	5	-17	-0.1	17	1	4	-2	8
CCOC(=O)c1ccc(S(=O)(=O)N2CCNCC2)cc1	1.5	12	11	12	-7	0.5	2	0	0	4	-16
Cc1cc(NS(=O)(=O)c2ccc(NC(=O)C(C)Oc3cccc(C)c3C)cc2)nc(C)n1 (stereo not drawn)	-0.1	19	10	0	-2	0.1	10	0	-5	19	9
CCN1CCN(c2cc(C)c3cc(NC(=S)NCCCN4CCc5ccccc5C4)ccc3n2)CC1	0.6	35	-1	29	21	-0.5	15	0	-5	16	-35
CCc1cc(C(=O)NNC(=S)NCC2CCCO2)cs1 (stereo not drawn)	-0.1	-67	-1	-2	-16	-0.7	0	1	2	-95	-14
CCc1ccccc1NC(=O)c1cc2sccc2n1C	-0.1	-53	-6	-9	-16	0.9	2	3	-12	-71	-27
Fc1ccc(NC(=S)NN=Cc2ccccc2Cl)cc1	1.0	-187	-14	-7	-85	0.4	2	.	5	-138	8
O=C(CSc1oc(-c2ccc(F)cc2)nc1S(=O)(=O)c1ccc(F)cc1)NCC1CCCO1 (stereo not drawn)	0.0	6	11	5	-7	-0.2	-13	2	-4	16	7
Cc1nc(OCC(=O)c2ccc(Cl)cc2)c(C#N)c2c1COC(C)(C)C2	0.2	-2	7	9	-4	3.7	-19	0	10	20	-32
FC(F)(F)c1cc(-c2cccs2)nc(N2CCOCC2)n1	-0.4	-11	2	-15	-3	-0.1	12	1	3	12	3
CCc1c(C)sc(NC(=O)/C=C/C(=O)O)c1C(N)=O	-0.3	-5	-6	.	-8	-0.4	-6	3	3	14	-7
O=C(NNC(=O)c1ccccc1Cl)c1cccnc1	0.1	-15	-3	1	-45	-0.1	16	1	0	-5	16
CSCC(=O)Nc1cc(C)on1	0.2	-3	.	-7	16	0.1	8	-2	-20	18	-21
Cc1csc(CN(C)C(=O)C2CCC(=O)N(CCN(C)C)C2)n1 (stereo not drawn)	-0.1	-2	-16	-3	-8	-0.5	2	-4	-1	6	-6
O=C(COc1coc(CN2CCN(c3ccccc3F)CC2)cc1=O)Nc1ccccc1	0.1	-4	1	7	-6	-0.4	-11	4	-14	-2	-9
CCCn1cnc2c(Sc3c([N+](=O)[O-])ncn3C)nc(N)nc21	0.1	6	-22	-2	14	-2.1	6	.	-3	9	6
CS(=O)(=O)Nc1cccc2cccnc12	-0.3	8	17	12	12	3.8	0	-4	-3	2	-38
O=C1CCN(Cc2ccco2)C(=S)N1	-0.1	7	83	2	-47	0.1	-4	.	-6	7	3
CC(C)C[C@H]1C(=O)N2CCC[C@H]2[C@]2(O)O[C@](NC(=O)[C@@H]3C=C4c5cccc6[nH]c(Br)c(c56)CC4N(C)C3)(C(C)C)C(=O)N12 (stereo partly drawn)	0.3	14	6	11	-35	-1.5	11	0	-9	-15	-3
COc1ccc(OC)c(CNS(=O)(=O)c2c(C)nc3scc(C)n3c2=O)c1	-0.2	-4	-15	1	-8	1.4	6	2	18	3	-1
CCn1c(=O)c(=O)n(CC)c2cc(S(=O)(=O)N3CCc4ccccc43)ccc21	0.0	16	9	6	-4	-0.9	19	3	-20	23	-7
COc1cccc(CN2CC(C(=O)NCC3CCOCC3)CCC2=O)c1 (stereo not drawn)	-0.1	-3	-10	4	-6	-0.6	13	3	10	-4	0

Screens (PubChem)
